# SENP1 inh: human SENP1 catalytic domain inhibitors, primary screen, biochemical, FRET, uHTS. Sentrin-specific protease 1 (Homo sapiens), Q9P0U3. recombinant SENP1 catalytic domain, CyPet-SUMO1-YPet FRET cleavage. inhibition, % at 10 µM. 0.21% of 360,000 active. AID 624204, 2012;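 active = inhibition at least 30% at 10 µM, raw YFP signal under a set limit, fluorescence ratio 0.5 to 1.5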;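 also: 0% = enzyme with DMSO and 100% = no enzyme wells; some results filed as inactive read as strong as hits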
# Target sequence (Q9P0U3 419-644 limits assumed): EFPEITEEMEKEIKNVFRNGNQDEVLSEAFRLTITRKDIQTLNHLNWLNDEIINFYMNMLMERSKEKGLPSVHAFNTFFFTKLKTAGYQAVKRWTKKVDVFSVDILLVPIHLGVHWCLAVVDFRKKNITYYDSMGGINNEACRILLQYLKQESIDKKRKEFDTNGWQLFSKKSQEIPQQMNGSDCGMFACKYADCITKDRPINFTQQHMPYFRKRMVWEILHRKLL
#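 System: Recombinant human SENP1 catalytic domain, His6-tagged | Incubation: Enzyme reaction for 50 min at room temperature, dark | Medium: Tris pH 8 with BME, BSA, NP40 and catalase | Also added: 25 nM SUMO1 FRET substrate | Compound: 10 µM single point, 0.5% DMSO | Measured by: FRET fluorescence in CFP and YFP emission channels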
# SENP8 inh: human SENP8 protease inhibitors, primary screen, biochemical, fluorescence, Nedd8 protein substrate, uHTS; recombinant SENP8; inhibition, % at 20 µM; AID 602440, 2012; 0.64% of 360,000 active; Sentrin-specific protease 8 (Homo sapiens), Q96LD8; in the data active = inhibition mostly above about 40%, no sharp cut-off; inactive = mostly below about 27%
# Target sequence (Q96LD8 whole entry, looked up): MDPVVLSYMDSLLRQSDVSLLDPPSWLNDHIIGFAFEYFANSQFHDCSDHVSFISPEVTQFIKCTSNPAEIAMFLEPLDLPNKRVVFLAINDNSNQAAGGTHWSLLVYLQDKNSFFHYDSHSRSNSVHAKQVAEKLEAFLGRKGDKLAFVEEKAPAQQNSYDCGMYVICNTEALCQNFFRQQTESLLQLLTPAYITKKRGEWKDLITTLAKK
# An asterisk follows results filed as active.
# The opening 5 entries, ahead of the listing:
Molecule	SENP1 inh	SENP8 inh
COC(=O)c1ccc2c(c1C(=O)OC)CN(S(=O)(=O)C(C)(C)C)[C@H]2CCO	-3	0
O=c1cc(N2CCC3(CC2)OCCO3)[nH]c(=O)n1-c1ccc(Br)cc1	-1	1
O=C1[C@H](Cc2ccccc2)NCC=CC[C@H](c2ccc(Cl)cc2)N1Cc1ccc(Cl)cc1	2	7
CC1(C(=O)NS(=O)(=O)c2cccc(C#N)c2)CCN1C(=O)c1ccco1 (configuration not stated)	0	9
COc1ccc(N=Cc2ccc(N(CCC#N)CCC#N)cc2)cc1	0	-1

# All compounds of this part, previewed entries included:
Molecule	SENP1 inh	SENP8 inh
COC(=O)c1ccc2c(c1C(=O)OC)CN(S(=O)(=O)C(C)(C)C)[C@H]2CCO	-3	0
O=c1cc(N2CCC3(CC2)OCCO3)[nH]c(=O)n1-c1ccc(Br)cc1	-1	1
O=C1[C@H](Cc2ccccc2)NCC=CC[C@H](c2ccc(Cl)cc2)N1Cc1ccc(Cl)cc1	2	7
CC1(C(=O)NS(=O)(=O)c2cccc(C#N)c2)CCN1C(=O)c1ccco1 (configuration not stated)	0	9
COc1ccc(N=Cc2ccc(N(CCC#N)CCC#N)cc2)cc1	0	-1
O=C(Nc1ccccc1)Nc1cc(OCC(F)(F)F)cc(OCC(F)(F)F)c1	0	16
CCOc1cc(/C=C(/C#N)C(=O)Nc2ccc(OC)cc2)ccc1OCc1ccc(C(=O)O)cc1	-3	26
CSc1ccc(CN2CCC(C)(Oc3ccccc3F)C2)cc1 (configuration not stated)	1	31
CCn1c(SCC(=O)NC2CCCC2)nc2c(c1=O)SCC2	-1	12
CN(C)C(=O)c1cccc(-c2cnc3sc(NCc4ccc5c(c4)OCO5)nn23)c1	0	-1

# (continued)
Molecule	SENP1 inh	SENP8 inh
COC(=O)C[C@@H]1OC[C@H](C(C)C)N1S(=O)(=O)c1ccc(C)cc1	1	18
COC1=CC(C)C2CC3OC(O)CC4C(C)=C(OC)C(=O)C(C2(C)C1=O)C34C (configuration not stated)	5	5
COC(=O)[C@]12CCCCC=C1N(CCc1ccc(OC)c(OC)c1)C(=O)[C@H](CC(=O)N1CCCC1)C2	0	19
COc1ccc(Cc2c(-c3cccc(Cl)c3)nc3cc(C)c(Br)c(C)n23)c(C)c1	-2	-1
COc1ccc(C(=O)N2CCC2(C)C(=O)O)cc1C(F)(F)F (configuration not stated)	1	13
Cc1cc(Br)c2nc(-c3ccccc3)c(Cc3cccc(Cl)c3)n2c1	-2	-33
COc1ncnc2c1ncn2CCCN(CCCc1ccccc1)CCCn1cnc2c(OC)ncnc21	-2	-14
COc1ccc(CN2C(=O)C(CC(=O)NCCCCc3ccccc3)CC(C(=O)N(C)C)=C2C)cc1 (configuration not stated)	0	2
CN(C)c1ccc(C(=O)C(O)c2ccccc2Cl)cc1 (configuration not stated)	0	-58
CCCC[C@@H]1CNC(=O)C(=O)N1CCCCC1CCCCC1	-1	9

# Further results follow.
Molecule	SENP1 inh	SENP8 inh
COc1ccc(CN2C(=O)CSCC2(C)C(=O)Nc2c(C)cccc2C)cc1OC (configuration not stated)	2	22
O=[N+]([O-])c1ccc(NN=Cc2ccc3c(c2)OCO3)nc1	-33	-59
COCCNC(=O)C1(C)CCCN(C(=O)c2ccccc2OC)C1 (configuration not stated)	-1	19
CCc1nc2ccc(C(=O)N3CCN(S(=O)(=O)CC)CC3)cn2c1N(CC)C(=O)NCCc1ccccc1	1	14
CC(C)C[C@@H](CN)NC(=O)c1nc[nH]c1C(=O)N[C@@H](C)C(=O)CNC[C@H](C)NC(=O)c1nc[nH]c1C(=O)N[C@@H](Cc1ccccc1)C(=O)O	2	19
NS(=O)(=O)c1ccc(S(=O)(=O)N2CCCC(c3ccccc3)C2)cc1 (configuration not stated)	0	13
CCCCNC(=O)C1(C)CCCCN1C(=O)c1c(F)ccc(C)c1F (configuration not stated)	0	9
Cc1ccc2nc(CC(O)(c3ccccc3)c3ccccc3)ccc2c1	0	13
CCOc1ccc(-c2nnc(NC(=O)COc3ccccc3F)o2)cc1	1	3
CN1C(C)(C)CC(O)(C(=O)O)CC1(C)C	0	9

# New compounds follow
Molecule	SENP1 inh	SENP8 inh
COC(=O)C1=C(C)N=C2SCCC(=O)N2C1c1ccc(OC(=O)c2ccco2)cc1 (configuration not stated)	1	22
CC(C)c1cccc(-c2csc(C(C)(O)c3ccncc3)n2)c1 (configuration not stated)	1	5
CCOC(=O)c1c(C)[nH]c(C(=O)N/N=C\c2ccccc2O)c1C	-35	-5
COc1ccc(N(C)S(=O)(=O)c2cccc(C(=O)N3CCN(c4cccc(C)c4C)CC3)c2)cc1	0	14
CCN(CC)CCCOc1nc(C)nc2c1oc1ccccc12	2	14
O=S1(=O)CC(N2CCN(Cc3ccccc3F)CC2)CN1Cc1cn(Cc2ccc(Cl)cc2)nn1 (configuration not stated)	3	16
CC(C)(O)C#Cc1ccc(N2C(c3ccsc3)=Cc3ccc(F)cc3C2c2c[nH]c3ccc(C#N)cc23)cc1 (configuration not stated)	-5	-385
Cc1cccc(NC(=O)/C(C#N)=C/c2cn(CC(=O)NCc3ccco3)c3ccccc23)c1	-26	-385
Cc1cccc(OCC(=O)Nc2ccccc2-c2ccccc2)c1	0	8
COc1ccc(C(C)(O)c2nc(-c3ccc4c(c3)OCO4)cs2)cc1 (configuration not stated)	-1	11

# Additional structures
Molecule	SENP1 inh	SENP8 inh
Cc1ccc(Nc2n[nH]c(=S)s2)cc1	3	2
CCOC(=O)[C@]12CCC=C1N(Cc1ccc3c(c1)OCO3)C(=O)[C@H](CC(=O)N1CCOCC1)C2	-1	11
O=C(NCCc1ccccc1)c1cccc(NC(=O)C2CCCCC2)c1	1	-3
CC(=NNC(=S)N1CCC1)c1ccccn1	0	9
O=S1(=O)CC(N2CCN(Cc3ccccc3F)CC2)CN1Cc1cn(Cc2ccccc2)nn1 (configuration not stated)	0	11
Cc1ccc(S(=O)(=O)N2CCC[C@H]2C(=O)Oc2ccccc2)cc1	1	-3
CC(=O)Nc1ccc(CC(=O)Nc2ccc3c(c2)OC2(CCCC2)O3)cc1	-2	3
O=C(/C=C/c1cn(CC(O)CN2CCCCC2)c2ccccc12)c1cccs1 (configuration not stated)	-23	-402
CC(C)(C)Cc1c(-c2cccc(Cl)c2)nc2ccc(Cl)cn12	20	-46
Cc1ccc(OCc2occc2C(=O)O)cc1	-1	17

# Quoted at random: two entries already listed, in no set order.
Molecule	SENP1 inh	SENP8 inh
O=S1(=O)CC(N2CCN(Cc3ccccc3F)CC2)CN1Cc1cn(Cc2ccccc2)nn1 (configuration not stated)	0	11
Cc1ccc(OCc2occc2C(=O)O)cc1	-1	17

# The results go on:
Molecule	SENP1 inh	SENP8 inh
COc1cc(C)ccc1S(=O)(=O)NC(=O)C1(C)CCN1C(=O)Cc1ccccc1Cl (configuration not stated)	2	14
COc1ccc(CNc2cccnc2)c(OC)c1OC	2	-3
Cc1ccc(OCc2cc(C(=O)N(C)Cc3cnn(C)c3)no2)cc1C	-2	12
Cc1nn(-c2ccccc2)c2c1C(c1ccc(Br)s1)C(C#N)=C(N)O2 (configuration not stated)	-7	14
CCC(c1nc2ccccc2[nH]1)N(CCCn1ccnc1)C(=O)c1ccc(C(F)(F)F)cc1 (configuration not stated)	1	20
COc1ccc(C(C)(NC(C)=O)c2nc(-c3cccc(NC(C)=O)c3)cs2)cc1 (configuration not stated)	0	16
COc1cccc(NC(=O)C2(C)CCN2Cc2ccc(OC(C)C)cc2)c1 (configuration not stated)	-1	4
CCOC(=O)[C@]12CCCC=C1N(Cc1ccc(Cl)cc1Cl)C(=O)[C@H](CC(=O)NCCCN1CCCC1=O)C2	0	21
Cn1c(C(=O)NCCCN2CCN(c3ccc(F)cc3)CC2)cc2c(=O)n(C)c3ccccc3c21	0	-19
Cc1ccc2c(c1)C1(C(=O)N2)N2CCCC2C(C(=O)c2ccc3ccccc3c2)C12C(=O)Nc1ccccc12 (configuration not stated)	0	35

# Continued.
Molecule	SENP1 inh	SENP8 inh
COc1ncnc2c1ncn2CCCNc1ccc(C)c(C)c1	0	13
COC(=O)C1=C(C(=O)OC)C2C=CC1C1C(OC(C)=O)C(OC(C)=O)C21 (configuration not stated)	0	14
COc1ccc(C(=O)/C=C/c2ccc(N3CCCCC3)c([N+](=O)[O-])c2)c(OC)c1	1	41*
COC(=O)c1ccc2[nH]c(C)c(CN3CCCC3)c(=O)c2c1	-37	-261
CCCSc1nc2c([nH]1)c(=O)n(C)c(=S)n2C	1	-6
CC(=O)c1cc(-c2ccccc2)n(CC(=O)N2CCC(N3CCCCC3)CC2)c1C	-13	11
Cc1ccc(C(=O)NN2C(=O)/C(=C/c3cn(C)c4ccccc34)SC2=S)cc1	-26	42*
COc1ccc(NC(=O)CSc2nc3ccsc3c(=O)n2CCC(=O)O)cc1	2	22
Cc1ccc(-c2csc(NC(=O)CSc3nnc4c(n3)[nH]c3ccccc34)n2)cc1	0	-6
COc1cc(N)c2ncsc2c1	2	24

# Next section:
Molecule	SENP1 inh	SENP8 inh
C[C@@H]1CN([C@H](C)CO)C(=O)CCCn2nncc2CO[C@H]1CN(C)Cc1ccc2c(c1)OCO2	-1	-12
COCCCN1C(=O)C(CC(=O)NCCN2CCOCC2)CC(C(=O)N2CCCCCC2)=C1C (configuration not stated)	-1	5
O=C(Nc1cccc(C(F)(F)F)c1)c1ccc(-c2ccc(F)c(F)c2)c2ccoc12	-5	-13
CCNC(=O)C1(C)CCN(C(=O)c2ccc(-c3ccccc3)cc2)C1 (configuration not stated)	1	8
OC[C@@H]1CN(Cc2cccs2)C[C@H](n2cnc3c(N4CCN(c5ccccc5)CC4)ncnc32)O1	-3	17
Cc1cc(NC(=O)Nc2cccc(Cl)c2)no1	0	10
C(=NOCCc1ccccc1)c1ccccn1	1	12
Cn1ncc2c1NC(c1ccc(F)cc1)SCC2=O (configuration not stated)	2	3
O=C1NC[C@@H](CCCCN2CCN(CCc3ccc(O)cc3)C(=O)C2=O)N(CCc2ccc(O)cc2)C1=O	1	5
CN1C(=O)c2ccccc2CC12c1ccccc1C(=O)N2C (configuration not stated)	3	18

# The list continues:
Molecule	SENP1 inh	SENP8 inh
CN1CCN(C(=S)Nc2cc([N+](=O)[O-])ccc2Cl)CC1	1	22
Cc1[nH]c(=O)sc1C(=O)NCc1ccc([N+](=O)[O-])cc1	3	8
CCC1NC(=O)c2cccnc2-n2c1nc1ccc(C)cc1c2=O (configuration not stated)	2	-2
Cc1ccc(S(=O)(=O)N2CCN(C(=O)c3cc(C4CC4)nn3-c3ccccc3)CC2)cc1	3	8
COc1cc(CNc2ccc(N3CCCC3)cc2)ccc1OCc1ccccc1	-29	-397
COc1cccc(CNc2nc3cc(-c4cnn(Cc5ccccc5)c4)sc3c(=O)n2C)c1	-1	-50
O=C(Nc1ccn(CCCNCc2ccccc2)c(=O)n1)OCc1ccccc1	2	2
O=C(O)c1cccc2cccc(-c3c4ccc(=O)c(O)c-4oc4c(O)c(O)ccc34)c12	5	-12
CCN(c1ccc2c(c1)OCO2)S(=O)(=O)c1cc2c(cc1Br)CCN2C(=O)C1CC1	3	5
COC(=O)[C@H]1C[C@@]2(O)CN(S(=O)(=O)c3ccc(C)cc3)C[C@@]2(OC(=O)NCc2ccccc2F)C[C@H]1C(=O)OC	2	2

# Further records follow.
Molecule	SENP1 inh	SENP8 inh
CC(C)n1nnnc1C1c2ccccc2C(=O)N1Cc1ccc(F)cc1 (configuration not stated)	3	12
O=C(c1[nH]c(C(F)(F)F)nc1-c1ccccc1)N1CCN(c2ccc(C(F)(F)F)cn2)CC1	0	-9
COc1ccc(C(=O)N2CCCCC2c2cc(C(=O)NCc3ccc(Cl)c(Cl)c3)no2)cc1 (configuration not stated)	-1	7
C[C@@H]1CN([C@@H](C)CO)C(=O)CCCn2nncc2CO[C@H]1CN(C)C(=O)Nc1ccc(F)cc1	-2	4
CC1=C(C(=O)N(C(C)C)C(C)C)CC(CC(=O)NCCCCc2ccccc2)C(=O)N1Cc1ccccc1 (configuration not stated)	-1	8
C[C@H](O)[C@@H]1C(=O)N2CCc3ccc(-c4ccccc4)cc3[C@@H]2C[C@@H]1N(C)C(=O)NC1CCCCC1	-25	-122
Cc1ccc(-c2ccc(CN3C(C)C(=O)N(Cc4cn(Cc5ccco5)nn4)CCS3(=O)=O)cc2)c(C)c1 (configuration not stated)	-9	9
COc1cc2oc(=O)cc(CN3CCCCCCC3)c2cc1Cl	-12	-338
Cn1ccc2c(-c3ccc4c(c3)OCCO4)cc3c(c21)C1CCC3C1 (configuration not stated)	-20	-114
COc1ccc(Cl)cc1CC1(C)C(=O)Nc2ccc(-c3ccccc3OC)cc21 (configuration not stated)	0	0

# Overlap with the part before: 2 entries; new compounds follow.
Molecule	SENP1 inh	SENP8 inh
Cn1ccc2c(-c3ccc4c(c3)OCCO4)cc3c(c21)C1CCC3C1 (configuration not stated)	-20	-114
COc1ccc(Cl)cc1CC1(C)C(=O)Nc2ccc(-c3ccccc3OC)cc21 (configuration not stated)	0	0
CCOC(=O)C1=C(COC(=O)c2ccc(Cl)c(S(=O)(=O)N3CCOCC3)c2)NC(=O)NC1C (configuration not stated)	1	17
CNc1cc(-c2ccc(C(=O)OC)cc2)ncn1	2	-320
Cc1cccc(C)c1NC(=O)CN1CCN(C(=O)CCC(=O)N2CCC(c3ccccc3)=N2)CC1	1	5
COc1cccc(NC(=O)C2(C)CCN2C(=O)CCC2CCCC2)c1 (configuration not stated)	-1	-4
Cc1ccc(C(O)c2ncc(-c3ccc(Cl)cc3)[nH]2)cc1 (configuration not stated)	1	18

# Screening data from PubChem BioAssay.

# Not all compounds are listed; rates above refer to the full screens.
